Screening data from PubChem.
TGFb SMAD3 inh = inhibitors of TGF-b signaling; 410,000 compounds, 1.2% hits; Potency, µM (series often up to 46.1 µM), for the others: top-dose activity, negative = inhibition, actives largely listed as inhibitors; HepG2 CAGA-GFP TGF-b/SMAD3 reporter, GFP fluorescence, 18 h; TGF-beta stimulated, 500 pg/mL final; also: potency is read from the fitted curve at half-maximal effect; % is scaled to controls: 0 for no effect and ±100 for the full control effect; nearly all actives have a fitted effect of over 65% in size
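Inhibition of TGF-beta-driven CAGA-GFP reporter expression in HEPG2 cells is measured by cellular GFP fluorescence after 18 h stimulation with 500 pg/mL recombinant TGF-beta in 1% FBS medium at 37 degrees C.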
IL2 activator = IL-2 activation. IL-2 activation reporter assay, cell-based qHTS; stimulated with anti-CD3/CD4/CD28 beads; in transgenic mouse T cells. activation, % (series mostly up to about 46 µM). 360,000 compounds, 0.065% hits; in the data active = activation above about 50%; inconclusive = mostly about 30% to 49%; also: 0% is about no effect
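Unstimulated transgenic mouse T cells, 750 per well, received compound and, after 60 minutes, anti-CD3/anti-CD4 bead plus anti-CD28 stimulation. EGFP and DsRed were quantified after 18 hours.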
S2 tox = reduces viability in counter-screen for ATXN expression inhibitors; Potency, µM (highest dose often 56.7 µM), usual class: cytotoxic; 400,000 compounds, 0.49% hits; S2 cells (HEK-293 line with an ATXN2-luciferase reporter) viability, CellTiter-Fluor protease fluorescence, 24 h; also: potency is read from the fitted curve at half-maximal effect; nearly all actives have a fitted effect of over 40% in size
ATXN2 expr inh = ATXN2 expression inhibition. HEK-293 ATXN2-luciferase reporter, luminescence, 24 h. 360,000 compounds, 0.72% hits. Potency, µM (top dose mostly 57 µM), for inactives: at the top dose activity change, negative = inhibition, actives largely listed as inhibitors; also: potency is read from the fitted curve at half-maximal effect; % is scaled to controls: 0 for no effect and ±100 for the full control effect; nearly all actives have a fitted effect of over 55% in size
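qHTS (up to 57 uM final) was run with 24 h compound exposure of reporter cells at 37 °C. Each well was multiplexed: SteadyGlo luminescence measured ATXN2-luciferase expression after a fluorogenic Gly-Phe-AFC viability readout (25 uM final).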
Nrf2 inh = inhibitors of Nrf2 signaling; A549 ARE-Fluc reporter, luciferase luminescence, 18-24 h; Potency, µM (titrated, usually from 46 µM), for inactives: at the highest dose activity change, negative = inhibition, actives largely listed as inhibitors; 360,000 compounds, 2.1% hits; also: potency is read from the fitted curve at half-maximal effect; % is scaled to controls: 0 for no effect and ±100 for the full control effect; nearly all actives have a fitted effect of over 60% in size
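A549 ARE_Fluc cells, 5000/well, 5% FBS OPTI-MEM; compounds in dose-response, 18-24 h at 37 °C/5% CO2; CellTiter-Fluor viability read (Ex 405/Em 525), then BugLite luciferase luminescence = Nrf2 activity.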
Nrf2 activator = Nrf2 pathway activation. AREc32 ARE-luciferase reporter (MCF7-derived line), luminescence, 24 h. Potency, µM (doses to about 46.1 µM), for inactives: at the top dose activation, actives largely listed as activators. 410,000 compounds, 0.31% hits; also: potency is read from the fitted curve at half-maximal effect; % of control where 0% means no effect; nearly all actives have a fitted effect of over 65% in size
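Reporter line AREc32 (ARE-Fluc), seeded overnight in OPTI-MEM with 5% FBS; compound pin-transferred, 24 hr at 37 deg C, 5% CO2; luminescent read-out.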
EPAC2 ag = EPAC2 (human) agonism; Potency, µM (top dose mostly 154 µM), inactives show at the top dose activation, hits mostly activators; EPAC2 activation, biochemical qHTS; response scale: 100% = 6.5 mM cAMP response; Q8WZA2; 360,000 compounds, 0.079% hits; also: potency is read from the fitted curve at half-maximal effect; nearly all actives have a fitted effect of over 50% in size
Target sequence (Q8WZA2 whole entry, looked up): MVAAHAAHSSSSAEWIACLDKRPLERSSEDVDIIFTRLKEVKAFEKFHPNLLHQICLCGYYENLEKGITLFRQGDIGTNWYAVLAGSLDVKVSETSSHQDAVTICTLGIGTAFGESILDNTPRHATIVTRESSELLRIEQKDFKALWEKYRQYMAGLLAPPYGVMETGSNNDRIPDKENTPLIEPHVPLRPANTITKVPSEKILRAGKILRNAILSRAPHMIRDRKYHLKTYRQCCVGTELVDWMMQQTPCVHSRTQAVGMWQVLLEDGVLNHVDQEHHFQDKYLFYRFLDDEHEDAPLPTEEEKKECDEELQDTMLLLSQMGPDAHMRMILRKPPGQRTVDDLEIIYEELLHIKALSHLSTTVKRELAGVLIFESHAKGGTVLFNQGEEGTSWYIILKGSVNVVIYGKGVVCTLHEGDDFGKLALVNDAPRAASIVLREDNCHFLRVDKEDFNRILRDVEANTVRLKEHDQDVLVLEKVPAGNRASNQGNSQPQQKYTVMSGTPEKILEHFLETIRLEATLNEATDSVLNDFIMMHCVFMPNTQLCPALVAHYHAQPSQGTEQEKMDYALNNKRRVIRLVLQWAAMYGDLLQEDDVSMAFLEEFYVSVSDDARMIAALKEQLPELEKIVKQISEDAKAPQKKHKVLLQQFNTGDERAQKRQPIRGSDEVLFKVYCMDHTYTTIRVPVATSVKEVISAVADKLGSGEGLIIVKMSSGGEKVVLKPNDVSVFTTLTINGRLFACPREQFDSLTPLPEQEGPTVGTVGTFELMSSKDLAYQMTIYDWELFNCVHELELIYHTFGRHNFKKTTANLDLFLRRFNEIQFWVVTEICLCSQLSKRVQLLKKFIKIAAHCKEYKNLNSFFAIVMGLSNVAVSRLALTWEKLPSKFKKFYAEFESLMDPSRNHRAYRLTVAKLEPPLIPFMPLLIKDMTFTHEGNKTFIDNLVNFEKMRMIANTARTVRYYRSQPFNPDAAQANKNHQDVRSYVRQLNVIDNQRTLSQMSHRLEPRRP
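Compounds were titrated in qHTS against a Rap1B-BODIPY-GDP (250 nM) complex with EPAC2 (100 nM) and GDP (50 uM). BODIPY-GDP release tracked at 480/540 nm over 30 min at room temperature, normalized to 6.5 mM cAMP.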
HepG2 viability = HepG2 cytotoxicity, counter-screen for TGF-b inhibitors; HepG2 CAGA-GFP viability, ATP luminescence, 18 h; Potency, µM (titrated, usually from 46.1 µM), without a hit: top-dose activity change, negative = cytotoxicity, hits mostly cytotoxic; 410,000 compounds, 0.76% hits; also: potency is read from the fitted curve at half-maximal effect; some results filed as inactive show a strong effect at the top dose
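CellTiter-Glo luminescence gave cytotoxicity after 18 hours at 37 degrees C. The cells were HepG2 CAGA-GFP in 1% FBS DMEM, stimulated with 500 pg/mL TGF-beta after compound addition. %Activity was normalised to no-cell wells (complete cell-killing) and DMSO (no toxicity), and curves were fitted and classified.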
A549 viability = A549 cytotoxicity, counter-screen for Nrf2 inhibitors; A549 ARE-Fluc cells, CellTiter-Fluor viability, 18-24 h; Potency, µM (titrated, usually from 46 µM), for the others: at the top dose activity change, negative = cytotoxicity, most hits filed as inhibitors; 390,000 compounds, 0.16% hits; also: potency is read from the fitted curve at half-maximal effect; % is scaled to controls: 0 for no effect and ±100 for the full control effect
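A549 ARE-Fluc cells in 5% FBS OPTI-MEM, 5000 cells/well, rested 2 h then exposed to compounds in concentration-response for 18-24 h at 37 °C. Viability by CellTiter-Fluor fluorescence (Ex 405/Em 525) after 30 min; luciferase luminescence (BugLite, 15 min, RT) read afterwards.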
* hit, by the source's call; i = inactive; ? = inconclusive; · = no result given. Unless noted, calls follow the shape of the dose curve; as a rule, active = well fitted curve in the direction sought with a large enough effect; inconclusive = small, poorly fitted or top-dose-only effect, or another doubt; inactive = no such curve, though single readings can be large; an effect the other way counts as inactive or inconclusive.

The opening 9 compounds as a preview:
1	N#Cc1c2ccccc2nc2ccccc12
2	O=C(Nc1c2c(nn1-c1ccc(F)cc1)CS(=O)C2)c1ccco1 (stereo not given)
3	CC(CC(=O)O)CC(=O)Nc1cc(C(F)(F)F)cc(C(F)(F)F)c1 (stereo not given)
4	O=C(O)c1ccc(CSc2nnc(Cc3ccccc3)o2)cc1
5	Cc1nc(-c2ccccc2)cn2c1nc1ccccc12
6	COc1ccc(CNC(=O)c2sc(=O)n(Cc3cc(Cl)ccc3OC)c2C)cc1
7	CN(C)S(=O)(=O)c1ccc(C(=O)Oc2cc(=O)[nH]c3ccccc23)cc1
8	C=CCC[C@@H](Cc1ccc(F)cc1)C(=O)OC[C@@H]1CCCN1C(=O)[C@@H](CC=C)CC(=O)N[C@@H](CO)Cc1ccccc1
9	CN(CCc1ccccc1)C(=O)c1ccc(NC(=O)Cc2cccc(NC(=O)C3CCN(C(=O)C4CC4)CC3)c2)cc1
assay / entry	1	2	3	4	5	6	7	8	9
TGFb SMAD3 inh	-3%	-1%	17%	-2%	10%	-23%	-17%	?	2%
IL2 activator	0.1	-1.0	-0.7	-1.7	-0.8	1.1	-2.3	-2.5	0.9
S2 tox	i	i	i	i	i	i	i	·	i
ATXN2 expr inh	·	14%	-4%	-1%	-5%	-16%	8%	?	-4%
Nrf2 inh	?	6%	0%	-2%	?	·	2%	?	?
Nrf2 activator	0.5%	0.1%	0.3%	-1.2%	20%	0.6%	0.5%	-0.3%	2.7%
EPAC2 ag	8%	3%	-6%	7%	6%	10%	-3%	-7%	2%
HepG2 viability	1%	-1%	-25%	-1%	-10%	-1%	-23%	-42%	0%
A549 viability	-11%	2%	3%	-13%	0%	·	-5%	?	8%

The whole of this part, from the first entry:
1	N#Cc1c2ccccc2nc2ccccc12
2	O=C(Nc1c2c(nn1-c1ccc(F)cc1)CS(=O)C2)c1ccco1 (stereo not given)
3	CC(CC(=O)O)CC(=O)Nc1cc(C(F)(F)F)cc(C(F)(F)F)c1 (stereo not given)
4	O=C(O)c1ccc(CSc2nnc(Cc3ccccc3)o2)cc1
5	Cc1nc(-c2ccccc2)cn2c1nc1ccccc12
6	COc1ccc(CNC(=O)c2sc(=O)n(Cc3cc(Cl)ccc3OC)c2C)cc1
7	CN(C)S(=O)(=O)c1ccc(C(=O)Oc2cc(=O)[nH]c3ccccc23)cc1
8	C=CCC[C@@H](Cc1ccc(F)cc1)C(=O)OC[C@@H]1CCCN1C(=O)[C@@H](CC=C)CC(=O)N[C@@H](CO)Cc1ccccc1
assay / entry	1	2	3	4	5	6	7	8
TGFb SMAD3 inh	-3%	-1%	17%	-2%	10%	-23%	-17%	?
IL2 activator	0.1	-1.0	-0.7	-1.7	-0.8	1.1	-2.3	-2.5
S2 tox	i	i	i	i	i	i	i	·
ATXN2 expr inh	·	14%	-4%	-1%	-5%	-16%	8%	?
Nrf2 inh	?	6%	0%	-2%	?	·	2%	?
Nrf2 activator	0.5%	0.1%	0.3%	-1.2%	20%	0.6%	0.5%	-0.3%
EPAC2 ag	8%	3%	-6%	7%	6%	10%	-3%	-7%
HepG2 viability	1%	-1%	-25%	-1%	-10%	-1%	-23%	-42%
A549 viability	-11%	2%	3%	-13%	0%	·	-5%	?

9	CN(CCc1ccccc1)C(=O)c1ccc(NC(=O)Cc2cccc(NC(=O)C3CCN(C(=O)C4CC4)CC3)c2)cc1
10	CN(CCc1ccccc1)C(=O)c1cccc(NC(=O)Cc2cccc(NC(=O)C3CCCN(C(=O)CCc4ccccc4)C3)c2)c1 (stereo not given)
11	CN(CCc1ccccn1)C(=O)CCC1CCCN(C(=O)c2cccc(N(C)C)c2)C1 (stereo not given)
12	Cc1ccc(C)c(NC(=O)CN(C)C(=O)c2ccccn2)c1
13	COc1ccc(-c2cc(C(=O)Nc3c(C)nn(Cc4ccccc4Cl)c3C)no2)cc1
14	COc1ccccc1N1CCN(C2CCCN(C(=O)c3ccnc4ccc(C)cc34)C2)CC1 (stereo not given)
15	CC(C)n1c(=O)c2ccccc2n1Cc1cn(C2CCCC2)nn1
16	CCc1c(O)nc(SCc2ccccc2)n(C(C)CC)c1=O (stereo not given)
assay / entry	9	10	11	12	13	14	15	16
TGFb SMAD3 inh	2%	?	0%	0%	0%	-8%	1%	-9%
IL2 activator	0.9	1.4	-0.5	-1.0	-3.0	-0.4	0.5	-1.1
S2 tox	i	?	i	i	?	i	i	i
ATXN2 expr inh	-4%	?	5%	·	?	-6%	2%	-10%
Nrf2 inh	?	23µM*	10%	·	?	-1%	·	8%
Nrf2 activator	2.7%	4.7%	-0.4%	-1.3%	-0.2%	0.6%	-0.9%	0.0%
EPAC2 ag	2%	2%	-1%	7%	2%	-3%	6%	3%
HepG2 viability	0%	-27%	-2%	-4%	-32%	-23%	-17%	4%
A549 viability	8%	-15%	1%	·	?	5%	·	5%

17	O=S(=O)(CS(=O)(=O)c1ccccc1)c1ccccc1
18	O=[N+]([O-])c1cccc(C=NNc2ccc3ccccc3n2)c1O
19	Cc1cc(C)n2cc(CSc3nncn3C)nc2n1
20	O=C1/C(=N\S(=O)(=O)c2cccs2)C([n+]2ccc(CCCc3ccccc3)cc2)=C([O-])c2ccccc21
21	COc1ccc(/C=N/Nc2cc(OC)ncn2)cc1
22	CCOc1c(Cl)cc(Cl)cc1CNCCSc1nnnn1C
23	CCN(CC)C(NC(=O)c1ccccc1)C(=O)c1ccccc1 (stereo not given)
24	CNC(=S)N1C2CCCC1CC(NC(=O)c1ccc(F)cc1)C2 (stereo not given)
assay / entry	17	18	19	20	21	22	23	24
TGFb SMAD3 inh	26%	?	11%	16µM*	7%	-9%	0%	2%
IL2 activator	0.1	-6.0	1.9	0.5	0.5	·	1.4	-0.4
S2 tox	i	?	i	i	i	i	?	i
ATXN2 expr inh	-4%	?	34%	-19%	7%	1%	0%	·
Nrf2 inh	0%	?	0%	-22%	?	30%	·	-18%
Nrf2 activator	4.0%	0.4%	-0.6%	-1.1%	-0.8%	0.7%	3.0%	-1.2%
EPAC2 ag	5%	-2%	12%	11%	-1%	·	-1%	4%
HepG2 viability	5%	-46%	1%	-105%	-16%	-13%	1%	-38%
A549 viability	-5%	?	3%	9%	1%	14%	-3%	-15%

25	CC(C)CC(NC(=O)OCc1ccccc1)C(=O)NC(Cc1ccccc1)C(=O)CCl (stereo not given)
26	COc1ccc(CCN2CC(C(=O)N(C)Cc3ccc4nsnc4c3)CCC2=O)cc1 (stereo not given)
27	O=C(Cc1ccc(NC(=O)C2CCCN(C(=O)C3CCCCC3)C2)cc1)Nc1cccc(C(=O)N2CCCCC2)c1 (stereo not given)
28	COc1ccc(NC(=O)N(C)C[C@H]2Oc3ccc(NC(=O)Nc4c(C)noc4C)cc3C(=O)N([C@H](C)CO)C[C@@H]2C)cc1
29	CC(C)Oc1ccc(CNC(=O)C2=Cc3ccccc3OC2)cc1
30	CCOc1cc(S(=O)(=O)NCCc2c(C)[nH]c3ccc(C)cc23)ccc1F
31	O=C(c1cc2ccc3cccnc3c2[nH]1)N1CCCCC1
32	CCOc1ccc(-c2nnc(N)o2)cc1
assay / entry	25	26	27	28	29	30	31	32
TGFb SMAD3 inh	10µM*	-5%	?	12%	?	?	-28%	-2%
IL2 activator	-4.6	-3.7	0.7	-0.1	·	·	·	-2.5
S2 tox	·	?	i	i	i	?	·	i
ATXN2 expr inh	?	1%	13%	9%	12%	?	·	14%
Nrf2 inh	-18%	-5%	0%	4%	·	·	?	-4%
Nrf2 activator	?	0.0%	0.6%	-1.0%	1.1%	8.0%	-3.8%	-0.6%
EPAC2 ag	-16%	4%	6%	1%	·	·	·	4%
HepG2 viability	-102%	16%	-3%	5%	-38%	-43%	-67%	-7%
A549 viability	?	3%	0%	-1%	-9%	-1%	3%	-13%

33	CCOc1ccc(S(=O)(=O)N2CCN(C(=O)c3ccc(-n4cncn4)c([N+](=O)[O-])c3)CC2)cc1
34	Cc1ccc(C)c2c1c1ccccc1n2C
35	O=C(COC(=O)C12CC3CC(CC(O)(C3)C1)C2)Nc1ccc(OC(F)F)cc1
36	CCN1CCN(C(=O)c2cc3c(=O)n(C)c4ccccc4c3n2C)CC1
37	CC(OC(=O)/C=C/c1ccccc1)C(=O)Nc1ccc2c(c1)OCCO2 (stereo not given)
38	COc1cc(C(O)c2nc(-c3ccccc3C)cs2)ccc1F (stereo not given)
39	CC(=O)Nc1ccc(S(=O)(=O)N(C)CC(=O)Nc2ccc(Br)cc2F)cc1
40	COc1ccc(NC(=O)c2cn(CCC#N)nc2-c2cccs2)cc1
assay / entry	33	34	35	36	37	38	39	40
TGFb SMAD3 inh	-14%	0%	18%	3%	3%	-5%	-4%	6%
IL2 activator	-5.8	-2.1	-0.1	-1.9	-0.6	-0.2	-0.9	2.2
S2 tox	i	i	i	i	i	i	i	i
ATXN2 expr inh	0%	4%	7%	-5%	·	-3%	-4%	·
Nrf2 inh	-7%	0%	?	3%	0%	·	-3%	2%
Nrf2 activator	0.3%	2.4%	2.5%	-0.7%	4.8%	0.4%	-0.7%	-0.5%
EPAC2 ag	2%	6%	7%	7%	4%	9%	6%	4%
HepG2 viability	2%	-24%	-9%	-13%	-21%	-16%	-16%	1%
A549 viability	-5%	-5%	6%	11%	0%	·	12%	-14%
